hIAP inh – human IAP inhibition; purified IAP, CDP-Star luminescence, 30 min; inhibition, % at 10 µM; actives 0.12% (n = 330,000); AID 2544;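 active = inhibition reaching a set limit with compound at 10 µM in the primary screen, cut at about 35% in these data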;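 note: plate controls were DMSO wells with enzyme for no effect and no-enzyme buffer wells for full effect; values of inactives mirror those of a sister screen read the other way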
NLRP3 yeast inh – blocks the NALP3 inflammasome reconstituted in yeast; AID 2825; inhibition, % at 10 µM; actives 0.39% (n = 330,000); Yeast reconstituted NLRP3/ASC/caspase-1, beta-gal luminescence, 24 h;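 active = inhibition of 50% or more; inactive = inhibition below 50%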;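 note: plate controls were induced DMSO wells for no effect and uninduced yeast grown without galactose for full effect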
hIAP activ – increases human intestinal alkaline phosphatase activity; P09923; purified human IAP, CDP-Star luminescence, 30 min; active compounds read high; 1 = vehicle-only enzyme, 0 = enzyme-free background; activation factor at 10 µM; actives 0.16% (n = 330,000); AID 2524;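 active = activation factor of the enzyme at least 2-fold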; note: the source names both 10 and 20 µM as test concentration; values of inactives mirror those of a sister screen read the other way
Apaf-1 inh – inhibitors of human Apaf-1 apoptosome; actives 0.71% (n = 330,000); inhibition, % at 20 µM; reconstituted apoptosome caspase-3 activity, DEVD-Rh110 fluorescence; O14727; active = inhibition of at least 40% at 20 µM;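 note: plate controls were DMSO wells for no effect and DEVD-CHO caspase inhibitor wells for full effect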
Target sequence (O14727 whole entry, looked up): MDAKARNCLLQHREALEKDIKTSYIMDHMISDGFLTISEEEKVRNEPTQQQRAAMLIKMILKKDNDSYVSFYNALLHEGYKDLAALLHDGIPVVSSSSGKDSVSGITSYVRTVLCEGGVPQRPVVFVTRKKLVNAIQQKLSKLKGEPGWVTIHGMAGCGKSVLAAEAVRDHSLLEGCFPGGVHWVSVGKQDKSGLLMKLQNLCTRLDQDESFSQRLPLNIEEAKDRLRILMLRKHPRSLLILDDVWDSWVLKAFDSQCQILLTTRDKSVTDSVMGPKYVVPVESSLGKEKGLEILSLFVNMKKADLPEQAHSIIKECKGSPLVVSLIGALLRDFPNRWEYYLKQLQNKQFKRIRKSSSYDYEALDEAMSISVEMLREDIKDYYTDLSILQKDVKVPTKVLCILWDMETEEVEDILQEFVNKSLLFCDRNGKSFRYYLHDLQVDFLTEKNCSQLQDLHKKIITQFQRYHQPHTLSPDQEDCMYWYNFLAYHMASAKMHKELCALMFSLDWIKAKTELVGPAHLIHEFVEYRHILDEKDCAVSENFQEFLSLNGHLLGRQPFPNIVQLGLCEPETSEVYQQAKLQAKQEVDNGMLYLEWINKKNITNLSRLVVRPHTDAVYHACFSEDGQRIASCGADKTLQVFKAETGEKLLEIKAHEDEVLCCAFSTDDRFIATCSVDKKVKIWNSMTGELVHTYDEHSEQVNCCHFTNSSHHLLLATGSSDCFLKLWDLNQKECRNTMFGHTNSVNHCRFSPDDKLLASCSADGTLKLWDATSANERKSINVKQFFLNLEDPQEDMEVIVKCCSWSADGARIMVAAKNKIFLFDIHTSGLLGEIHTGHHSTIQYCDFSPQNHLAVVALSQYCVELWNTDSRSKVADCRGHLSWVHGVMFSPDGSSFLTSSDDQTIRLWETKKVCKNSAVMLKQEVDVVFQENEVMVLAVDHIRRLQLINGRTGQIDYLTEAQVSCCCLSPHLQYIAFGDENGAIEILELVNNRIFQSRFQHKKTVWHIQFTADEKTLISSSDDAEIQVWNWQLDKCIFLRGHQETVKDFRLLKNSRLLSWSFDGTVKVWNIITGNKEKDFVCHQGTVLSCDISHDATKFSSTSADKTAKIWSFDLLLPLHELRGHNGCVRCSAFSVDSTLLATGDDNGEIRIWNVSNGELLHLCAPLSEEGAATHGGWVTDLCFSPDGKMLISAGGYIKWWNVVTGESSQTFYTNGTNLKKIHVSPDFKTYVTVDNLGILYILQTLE
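Medium: Hepes buffer, pH 7.5 / System: biochemical Apaf-1 apoptosome reconstitution / Measured by: Rh110 fluorescence, excitation 480 nm, emission 540 nm / Times: compound with Apaf-1, dATP, procaspase-3 30 min, then 50 min reaction, room temperature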
TIM10 inh – inhibits growth of TIM10 yeast strain. actives 1.4% (n = 330,000). AID 463195. S. cerevisiae TIM10 strain growth, BacTiter-Glo luminescence, 24 h. inhibition, % at 10 µM;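 active = inhibition of 40% or more at the single tested concentration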;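 note: wild-type TIM10 isogenic control strain grown at permissive 25 °C; 0% = DMSO yeast wells and 100% = minimal medium wells without yeast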
mIAP activ – increases mouse intestinal alkaline phosphatase activity | muIAP, CDP-Star luminescence, 30 min; active compounds read high; 1 = vehicle-only enzyme signal, 0 = enzyme-free wells | activation factor at 10 µM | actives 0.24% (n = 330,000);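 active = activation factor of at least 2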; note: the source names both 10 and 20 µM as test concentration; values of inactives mirror those of a sister screen read the other way
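Assay system: mouse IAP enzyme / Compound: DMSO-dissolved test compounds / Timing: 30 min, room temperature / Measured by: luminescence from enzymatic CDP-Star hydrolysis / Control set: DMSO-only wells, enzyme-free buffer wells as negative control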
tim10-1 inh – growth inhibitors of tim10-1 mutant yeast. S. cerevisiae tim10-1 ts strain growth, BacTiter-Glo, 24 h. inhibition, % at 20 µM. actives 2.2% (n = 330,000). AID 463190;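 active = inhibition of at least 40%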;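 note: mutant grown at 25 °C; 0% = DMSO wells with yeast and 100% = wells holding no yeast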
ATG4B inhibitor – blocks human ATG4B protease cleavage of LC3 substrate; Q9Y4P1; ATG4B cleavage of LC3-PLA2, NBD-HPC fluorescence, 1 h; inhibition, % at 8.33 µM; actives 0.51% (n = 340,000); AID 504462; in the data active = inhibition above about 40%
mIAP inh – blocks mouse intestinal alkaline phosphatase; AID 2806; actives 0.2% (n = 330,000); inhibition, % at 10 µM; purified mouse IAP, CDP-Star luminescence, 30 min;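 active = inhibition of at least 40% at 10 µM in the primary screen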;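 note: plate controls were DMSO with enzyme for no effect and no enzyme wells for full effect; values of inactives mirror those of a sister screen read the other way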
Active calls of the source: *.

`CC(C)Oc1ccccc1C1(c2ccccc2)NC(=O)NC1=O` (centres undefined) gave hIAP inh -6, NLRP3 yeast inh 12, hIAP activ 1.1, Apaf-1 inh -14, TIM10 inh -6, mIAP activ 1, tim10-1 inh 8, ATG4B inhibitor 6 and mIAP inh -3.
COCCn1c(SCC(=O)Nc2cccc(F)c2)nc2c([nH]c3ccccc32)c1=O was read as hIAP inh -8, NLRP3 yeast inh 0, hIAP activ 1.1, Apaf-1 inh 0, TIM10 inh -23, mIAP activ 1, tim10-1 inh -11, ATG4B inhibitor 3 and mIAP inh -2.
`CC(C)[C@@H](N)C(=O)N/N=C/c1ccc2ncccc2c1` gave hIAP inh 12, NLRP3 yeast inh 25, hIAP activ 0.88, Apaf-1 inh -12, TIM10 inh -9, mIAP activ 0.97, tim10-1 inh -19, ATG4B inhibitor -13 and mIAP inh 3.
Screening C/C(=N\Nc1ccc(C)c(Cl)c1)c1cccnc1 returned hIAP inh 11, NLRP3 yeast inh 10, hIAP activ 0.89, Apaf-1 inh 13, TIM10 inh -9, mIAP activ 0.99, tim10-1 inh 10, ATG4B inhibitor 15 and mIAP inh 1.
`Fc1ccc(CNC(=S)Nc2cccc(C(F)(F)F)c2)cc1` gave hIAP inh -18, NLRP3 yeast inh 5, hIAP activ 1.2, Apaf-1 inh -1, TIM10 inh 40, mIAP activ 2.6*, tim10-1 inh 51*, ATG4B inhibitor 71* and mIAP inh -162.
`CCn1ncc(CN2CCC(Oc3cc(C(=O)NC4CC4)ccc3OC)CC2)c1C` gave hIAP inh 4, NLRP3 yeast inh 3, hIAP activ 0.96, Apaf-1 inh 4, TIM10 inh 4, mIAP activ 1, tim10-1 inh 6, ATG4B inhibitor 10 and mIAP inh 0.
For CCOc1ccccc1OCC(=O)NN=C1CCCC(=O)C1 the results were hIAP inh -13, NLRP3 yeast inh 11, hIAP activ 1.1, Apaf-1 inh 1, TIM10 inh 6, mIAP activ 0.9, tim10-1 inh -3, ATG4B inhibitor 5 and mIAP inh 10.
Screening COCCNC(=O)c1cc2c(=O)[nH]c3ccccc3c2s1 returned hIAP inh -3, NLRP3 yeast inh -3, hIAP activ 1, Apaf-1 inh 3, TIM10 inh -7, mIAP activ 1, tim10-1 inh 15, ATG4B inhibitor -4 and mIAP inh -5.
`CN(C)CC(C)(C)CNC(=S)Nc1ccc(S(=O)(=O)N2CCOCC2)cc1` gave hIAP inh 5, NLRP3 yeast inh 3, hIAP activ 0.95, Apaf-1 inh -3, TIM10 inh -6, mIAP activ 0.96, tim10-1 inh 7, ATG4B inhibitor 1 and mIAP inh 4.
`Cn1cc(CN2CCC(CO)CC2)c(-c2ccc(Oc3ccccc3)cc2)n1` gave hIAP inh 5, NLRP3 yeast inh 30, hIAP activ 0.95, Apaf-1 inh 1, TIM10 inh 7, mIAP activ 0.99, tim10-1 inh 8, ATG4B inhibitor 26 and mIAP inh 1.
`Cn1c(COc2ccc(C(=O)O)cc2)nc2ccccc21` gave hIAP inh 1, NLRP3 yeast inh 21, hIAP activ 0.99, Apaf-1 inh -1, TIM10 inh -9, mIAP activ 0.96, tim10-1 inh -8, ATG4B inhibitor -3 and mIAP inh 4.
For CCOc1ccc(/C=C2\SC(=S)N(CCC(=O)N(CCO)c3ccccc3)C2=O)cc1 the results were hIAP inh 14, NLRP3 yeast inh 22, hIAP activ 0.86, Apaf-1 inh 19, TIM10 inh 5, mIAP activ 0.91, tim10-1 inh 13, ATG4B inhibitor -7 and mIAP inh 9.
Cc1[nH]c2c(C)cccc2c1CCNS(=O)(=O)c1cccc([N+](=O)[O-])c1 was read as hIAP inh 4, NLRP3 yeast inh 19, hIAP activ 0.96, Apaf-1 inh 5, TIM10 inh 7, mIAP activ 0.94, tim10-1 inh 32, ATG4B inhibitor -12 and mIAP inh 6.
COCCN(C(=O)c1ccccc1OC)c1nnc(C)s1 was read as hIAP inh 7, NLRP3 yeast inh 10, hIAP activ 0.93, Apaf-1 inh -3, TIM10 inh -4, mIAP activ 1, tim10-1 inh 11, ATG4B inhibitor 2 and mIAP inh 0.
Cc1c(NC(=O)c2ccc3c(c2)OCO3)cccc1-c1nc2ccccc2o1 was read as hIAP inh -24, NLRP3 yeast inh 34, hIAP activ 1.2, Apaf-1 inh 18, TIM10 inh -13, mIAP activ 1, tim10-1 inh 22, ATG4B inhibitor -15 and mIAP inh -2.
Screening O=C(Nc1cccc(C2=NCCN2)c1)Nc1cccc(C2=NCCN2)c1 returned hIAP inh -5, NLRP3 yeast inh 23, hIAP activ 1.1, Apaf-1 inh 34, TIM10 inh -2, mIAP activ 0.99, tim10-1 inh -8, ATG4B inhibitor 6 and mIAP inh 1.
Screening Cc1ccc(N(C)S(=O)(=O)c2c(C)[nH]c(C)c2C(=O)N2CCCC2)cc1 returned hIAP inh -7, NLRP3 yeast inh -10, hIAP activ 1.1, Apaf-1 inh -15, TIM10 inh 12, mIAP activ 0.95, tim10-1 inh 19, ATG4B inhibitor -5 and mIAP inh 5.
Screening Cc1cc(C)cc(S(=O)(=O)c2cn(C)c3cc(N4CCN(C)CC4)c(F)cc3c2=O)c1 returned hIAP inh -4, NLRP3 yeast inh -5, hIAP activ 1, Apaf-1 inh 7, TIM10 inh -9, mIAP activ 1.1, tim10-1 inh -8, ATG4B inhibitor -3 and mIAP inh -8.
Cc1cc(C)n(CC(O)CN2C(=O)NC(C)(C)C2=O)n1 (centres undefined) was read as hIAP inh -6, NLRP3 yeast inh -1, hIAP activ 1.1, Apaf-1 inh -1, TIM10 inh 4, mIAP activ 1, tim10-1 inh 5, ATG4B inhibitor -16 and mIAP inh -3.
Screening O=C(Cc1n[nH]c(=O)c2ccccc12)OCC(=O)c1ccc2c(c1)OCCO2 returned hIAP inh -2, NLRP3 yeast inh 16, hIAP activ 1, Apaf-1 inh 8, TIM10 inh -5, mIAP activ 1.1, tim10-1 inh 26, ATG4B inhibitor -13 and mIAP inh -10.
`CN1CCOCCOCCN(C)C1=O` gave hIAP inh 11, NLRP3 yeast inh -6, hIAP activ 0.89, Apaf-1 inh -2, TIM10 inh 8, mIAP activ 0.99, tim10-1 inh 0, ATG4B inhibitor -12 and mIAP inh 1.
`CCN1C(=O)CC(C(=O)Nc2ccc(F)cc2)SC1=Nc1cccc(OC)c1` (centres undefined) gave hIAP inh -9, NLRP3 yeast inh 9, hIAP activ 1.1, Apaf-1 inh 13, TIM10 inh 11, mIAP activ 1.1, tim10-1 inh 26, ATG4B inhibitor 1 and mIAP inh -10.
For COc1ccc(CCNC(=O)c2cc(-c3cc(Cl)ccc3O)n[nH]2)cc1OC the results were hIAP inh -134, NLRP3 yeast inh 0, hIAP activ 2.3*, Apaf-1 inh 7, TIM10 inh -8, mIAP activ 1.8, tim10-1 inh -6, ATG4B inhibitor -12 and mIAP inh -80.
`Cc1ccc(SCC(=O)NNC(=O)c2ccccc2)cc1C` gave hIAP inh -60, NLRP3 yeast inh 13, hIAP activ 1.6, Apaf-1 inh 2, TIM10 inh -1, mIAP activ 0.93, tim10-1 inh -2, ATG4B inhibitor -3 and mIAP inh 7.
Screening COCCNc1nnc(SCC(=O)NNC(=O)c2ccccc2)s1 returned hIAP inh -3, NLRP3 yeast inh 18, hIAP activ 1, Apaf-1 inh -2, TIM10 inh -7, mIAP activ 0.86, tim10-1 inh 11, ATG4B inhibitor 2 and mIAP inh 14.
COc1cccc(C(=O)NCC(=O)N2CCC(C)CC2)c1 was read as hIAP inh -4, NLRP3 yeast inh -1, hIAP activ 1, Apaf-1 inh 1, TIM10 inh 1, mIAP activ 0.98, tim10-1 inh 3, ATG4B inhibitor -1 and mIAP inh 2.
Screening O=C(O)c1ccc(NC(CSCc2cccc(F)c2)C(=O)O)c([N+](=O)[O-])c1 (centres undefined) returned hIAP inh 5, NLRP3 yeast inh 22, hIAP activ 0.95, Apaf-1 inh 1, TIM10 inh -8, mIAP activ 0.98, tim10-1 inh -14, ATG4B inhibitor 0 and mIAP inh 2.
For CCSc1nnc(NC(=O)C(C)(C)C)s1 the results were hIAP inh 12, NLRP3 yeast inh 20, hIAP activ 0.88, Apaf-1 inh -3, TIM10 inh 4, mIAP activ 1, tim10-1 inh 8, ATG4B inhibitor 0 and mIAP inh -2.
Screening O=S(=O)(Nc1ccccc1N1CCOCC1)c1c(F)cc(F)cc1Br returned hIAP inh 3, NLRP3 yeast inh 2, hIAP activ 0.97, Apaf-1 inh -2, TIM10 inh -7, mIAP activ 0.99, tim10-1 inh -10, ATG4B inhibitor -5 and mIAP inh 1.
`CCOc1ccccc1N(CC(=O)N/N=C(\C)c1cccc(Br)c1)S(C)(=O)=O` gave hIAP inh -7, NLRP3 yeast inh 10, hIAP activ 1.1, Apaf-1 inh 34, TIM10 inh 14, mIAP activ 0.95, tim10-1 inh 17, ATG4B inhibitor -23 and mIAP inh 5.

The last 2 compounds of the section above open the next one:
Screening O=S(=O)(Nc1ccccc1N1CCOCC1)c1c(F)cc(F)cc1Br returned hIAP inh 3, NLRP3 yeast inh 2, hIAP activ 0.97, Apaf-1 inh -2, TIM10 inh -7, mIAP activ 0.99, tim10-1 inh -10, ATG4B inhibitor -5 and mIAP inh 1.
`CCOc1ccccc1N(CC(=O)N/N=C(\C)c1cccc(Br)c1)S(C)(=O)=O` gave hIAP inh -7, NLRP3 yeast inh 10, hIAP activ 1.1, Apaf-1 inh 34, TIM10 inh 14, mIAP activ 0.95, tim10-1 inh 17, ATG4B inhibitor -23 and mIAP inh 5.
`Cc1ccc(-n2c(C)cc(C)c(C#N)c2=O)cc1Cl` gave hIAP inh 1, NLRP3 yeast inh 16, hIAP activ 0.99, Apaf-1 inh -6, TIM10 inh 18, mIAP activ 0.94, tim10-1 inh 18, ATG4B inhibitor -10 and mIAP inh 6.
Screening CCN(CC)C(=O)CSc1nnc(-c2ccc(S(=O)(=O)NCc3ccccc3Cl)cc2)o1 returned hIAP inh 18, NLRP3 yeast inh 9, hIAP activ 0.82, Apaf-1 inh 6, TIM10 inh 4, mIAP activ 0.92, tim10-1 inh 7, ATG4B inhibitor 3 and mIAP inh 8.
`O=C(NC1CCCCC1)c1cccnc1Sc1ccccc1` gave hIAP inh 4, NLRP3 yeast inh 11, hIAP activ 0.96, Apaf-1 inh 10, TIM10 inh 16, mIAP activ 0.98, tim10-1 inh 10, ATG4B inhibitor -10 and mIAP inh 2.
Screening COc1ccc2[nH]c(C(=O)N3CCc4ccccc4C3)c(C)c2c1 returned hIAP inh 18, NLRP3 yeast inh 12, hIAP activ 0.82, Apaf-1 inh 18, TIM10 inh 9, mIAP activ 1, tim10-1 inh 36, ATG4B inhibitor 62* and mIAP inh -3.
Screening Cc1ccc2[nH]c(=O)c(CN(Cc3nnnn3Cc3ccccc3)C3CCCC3)cc2c1 returned hIAP inh -20, NLRP3 yeast inh 6, hIAP activ 1.2, Apaf-1 inh -14, TIM10 inh 22, mIAP activ 0.96, tim10-1 inh 23, ATG4B inhibitor 24 and mIAP inh 4.
CCc1ccc(CCC(=O)Nc2ccc(Br)cc2)o1 was read as hIAP inh 14, NLRP3 yeast inh 29, hIAP activ 0.86, Apaf-1 inh 6, TIM10 inh -6, mIAP activ 1.1, tim10-1 inh 9, ATG4B inhibitor 20 and mIAP inh -15.
COc1ccc([N+](=O)[O-])cc1NC(=O)Cc1c(Cl)cccc1Cl was read as hIAP inh -3, NLRP3 yeast inh 15, hIAP activ 1, Apaf-1 inh -12, TIM10 inh -1, mIAP activ 0.95, tim10-1 inh -1, ATG4B inhibitor -3 and mIAP inh 5.

Assay outcomes from PubChem BioAssay.
